Source: PubChem
PRMT1 inh – inhibitors of human PRMT1 | inhibition, % at 2.79 µM | 370,000 compounds, 1.3% hits | recombinant PRMT1, activity-based probe fluorescence polarization | Q99873;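 active = inhibition above about 21% made by adding two undisclosed values, limit read from the data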
HTRA1 inh – HTRA1 (human) protease inhibition; Q92743; recombinant HTRA1, FP-rhodamine activity-based probe, fluorescence polarization; inhibition, % at 5.96 µM; 340,000 compounds, 0.5% hits; AID 504803; in the data active = inhibition above about 36%;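 note: 0% = enzyme with DMSO and 100% = wells lacking enzyme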
TCR-CD3 inh – human TCR-CD3 binding inhibition | TAMRA-labeled TCR probe fluorescence, biochemical | inhibition, % at 9.4 µM | 360,000 compounds, 0.37% hits; in the data active = inhibition above about 19%;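 note: recombinant mutant TCR 2C K166C tagged with TAMRA read by polarization; 0% = receptor in buffer alone and 100% = receptor with positive control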
LEDGF integ inh – blocks HIV-1 LEDGF/p75-dependent DNA integration. TR-FRET IN-LEDGF/p75 DNA integration, Eu/Cy5. inhibition, % at 3.7 µM. 370,000 compounds, 0.64% hits;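 active = inhibition above the screen-wide mean plus 3 SD, cut at about 13% in these data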;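 note: signal is the Cy5 over europium emission ratio at 671 and 618 nm; 0% = plate median of compound wells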
SIAE inh – blocks human sialic acid acetylesterase; inhibition, % at 9.66 µM; SIAE FP-Rh probe binding, fluorescence polarization; Q9HAT2; AID 1053197; 370,000 compounds, 0.69% hits;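 active = inhibition above a cutoff: mean of compounds within the control limits plus 3 SD of those, cut at about 17% in these data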;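 note: 0% = plate median of compound wells and 100% = probe without SIAE protein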
TDP2 absorb – TDP2 (human) inhibition, absorbance primary screen. O95551. recombinant TDP2, T5PNP hydrolysis, p-nitrophenol absorbance 415 nm. inhibition, % at 12.8 µM. 370,000 compounds, 0.34% hits. AID 720702;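 active = inhibition above the mean of all tested compounds plus 3 SD, set per campaign, cut at about 25% in these data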;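 note: 0% = DMSO with enzyme and 100% = buffer with substrate but no TDP2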
Target sequence (O95551 whole entry, looked up): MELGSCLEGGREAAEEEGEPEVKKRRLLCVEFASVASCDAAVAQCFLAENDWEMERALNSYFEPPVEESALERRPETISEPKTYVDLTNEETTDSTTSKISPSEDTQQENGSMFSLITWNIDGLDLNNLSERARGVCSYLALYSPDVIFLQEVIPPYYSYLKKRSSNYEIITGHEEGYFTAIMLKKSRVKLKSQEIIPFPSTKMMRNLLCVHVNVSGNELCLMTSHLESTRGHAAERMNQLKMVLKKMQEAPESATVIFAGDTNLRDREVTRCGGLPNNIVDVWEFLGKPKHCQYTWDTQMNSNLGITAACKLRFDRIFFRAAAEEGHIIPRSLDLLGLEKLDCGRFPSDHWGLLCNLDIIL
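Assay system: recombinant human TDP2 / Reagent: T5PNP substrate at 5 mM, a TopII-DNA adduct mimic / Measured by: epi absorbance from released p-nitrophenol / Evaluation: % inhibition relative to enzyme-containing and enzyme-free wells / Control set: enzyme-free and DMSO wells / Replicates: each compound tested once, singlicate / Schedule: enzyme reaction with compound for 2 h at 37 °C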
UHRF1 binding – human UHRF1 methylated DNA binding inhibitors. UHRF1 binding to methylated oligo, TR-FRET. AID 687016. 370,000 compounds, 0.75% hits. inhibition, % at 4.4 µM. Q96T88; in the data active = inhibition above about 21%;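 note: UHRF1 SRA domain binding a hemimethylated CpG hairpin DNA probe; 0% = median of test compound wells and 100% = reference inhibitor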
Tn7 DDE FP – DD(E)-Tn7 binding inhibition, primary FP screen | P02675 | FP displacement of FITC-Tn7 peptide from fibrin DD(E); 0% = median of compound wells per plate | inhibition, % at 8.3 µM | 370,000 compounds, 0.13% hits;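 active = inhibition above the mean of compounds falling within the control limits plus 3 SD of them, cut at about 14% in these data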;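 note: 0% = plate median of compound wells and 100% = 10 µM Aha-Tn7 peptide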
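assay system = human clot-derived fibrin DD(E) complex | quantity = Fibrin-DD(E) at 2 µM final | timing = 10 min preincubation, 3 h with tracer, room temperature | signal = fluorescence polarization | measure = percent inhibition | benchmarks = high control wells with 10 µM unlabelled Aha-Tn7 peptide (full inhibition) | replicates = singlicate testing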
PG9 Ab binder – small molecules binding HIV-1 gp120 antibody PG9; TR-FRET gp120-PG9 antibody binding; inhibition, % at 6.7 µM; 360,000 compounds, 0.43% hits; AID 624416; in the data active = inhibition above about 8.5%
mABHD4 FP – inhibits mouse alpha/beta hydrolase domain 4. purified mABHD4, FP-Rh probe fluorescence polarization. inhibition, % at 8.92 µM. 370,000 compounds, 0.54% hits;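 active = inhibition exceeding the mean over every tested compound plus 3 SD, cut at about 30% in these data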;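 note: 0% = plate median of compound wells and 100% = S159A mutant with DMSO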
Target sequence (Q8VD66 whole entry, looked up, the tested form may be a part): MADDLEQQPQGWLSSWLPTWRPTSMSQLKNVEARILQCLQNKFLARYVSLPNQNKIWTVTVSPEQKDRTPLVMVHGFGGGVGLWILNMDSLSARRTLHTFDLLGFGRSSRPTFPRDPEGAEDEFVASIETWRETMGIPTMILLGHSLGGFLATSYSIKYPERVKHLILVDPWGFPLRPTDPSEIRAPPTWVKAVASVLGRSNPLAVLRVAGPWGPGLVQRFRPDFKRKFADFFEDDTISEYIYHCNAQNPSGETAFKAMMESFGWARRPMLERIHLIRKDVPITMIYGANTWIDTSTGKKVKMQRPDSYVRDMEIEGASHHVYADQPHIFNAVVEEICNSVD
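Test system: mABHD4 protein; Read-out basis: % inhibition; Incubation: 45 min + 60 min at 25 °C; Repeats: single replicate; Technique: fluorescence polarization with parallel and perpendicular emission, 525/598 nm; Compound: 8.92 µM, single dose; Benchmarks: full inhibition S159A mutant plus DMSO, zero as sample-well median.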
Starred values were filed as active, the others as inactive; / = no result given. Not a hit list. About 4.2% of those tested had a hit in this group.

Structure,UHRF1 binding,TCR-CD3 inh,SIAE inh,LEDGF integ inh,TDP2 absorb,Tn7 DDE FP,HTRA1 inh,PRMT1 inh,PG9 Ab binder,mABHD4 FP
Cc1c(C(=O)NCc2ccccc2C(F)(F)F)sc(=O)n1Cc1ccc2ccccc2c1,0,0,-15,6,-3,-3,/,-6,-0.9,-31
FC(F)(F)c1cccc(Nc2nc(N3CCOCC3)nc(N3CCOCC3)n2)c1,-3,9,-3,4,-1,-6,-1,-3,-0.6,-2
CCC(C(=O)N1CCCCCC1)n1nc(C)n2c(cc3occc32)c1=O (centres undefined),-1,-6,1,0,-11,3,4,1,-0.2,-3
COc1ccccc1NC(=O)OC1CC2CC1[C@H]1CCCCN1[C@H]2C (some centres undefined),-1,/,0,0,10,10,/,4,/,6
O=C(C1=C[C@H](C2CC2)C[C@H](OCCCCO)O1)N1CCN(Cc2ccccc2)CC1,0,-3,-6,1,5,-8,2,-2,-1.1,2
CCCCOc1ccc(C(=O)NCC(=O)NCC(=O)OCC)cc1,0,-1,1,3,-3,-4,7,-1,2.7,-6
Nc1nc(SCc2ccc(Cl)cc2Cl)c2ncn(C3OC(CO)C(O)C3O)c2n1 (centres undefined),2,-5,-4,-3,7,6,-8,4,-1.4,-7
Cc1cccc(Oc2nccc(C(F)(F)F)c2C(=O)Nc2ccc(F)cc2F)c1,2,9,4,-1,-10,-1,-4,1,-1.3,3
COc1ccc(OC)c(C2CC(=O)OC3=C2C(=O)CC(C)(C)C3)c1 (centres undefined),2,-6,4,4,-13,-2,1,9,0.5,-9
Cc1[nH]c2ccccc2c1CCNC(=O)c1ccc2nccnc2c1,-1,1,-2,-2,8,8,-2,1,-2.4,6
COCC(=O)N1C[C@H]2CON(C)[C@H]2C[C@H]1c1ccc(N2CCCCC2)cc1,5,1,1,-3,0,-4,/,1,-1.2,7
COC(=O)C1CN(C2CCCC2)CCS(=O)(=O)N1Cc1ccc(F)cc1 (centres undefined),-2,/,-1,0,9,-8,/,-6,/,-4
C=CCNC(=O)c1ccccc1NS(=O)(=O)c1ccc(SC)cc1,-1,5,3,2,10,1,-9,2,2.6,1
CCOC(=O)C(Oc1ccc2c(-c3ccccc3)cc(=O)oc2c1C)c1ccccc1 (centres undefined),-2,13,-3,-1,6,4,4,0,0.2,5
CC(OC(=O)c1cccnc1Cl)C(=O)NCc1ccccc1 (centres undefined),8,2,0,-3,-5,9,6,2,2.4,1
O=C(CN1C(=O)NC2(CCCC2)C1=O)OCc1ccc(F)cc1,0,-2,2,3,-9,4,-1,-5,-1.8,-2
Cc1cc(NC(=O)OC(C)(C)C)c(-n2nnnc2C(C(=O)c2ccccc2)N2CCOCC2)cc1C (centres undefined),2,1,4,2,-2,-4,/,-2,-2.9,-7
COC(=O)C1=CNC=C(C(=O)OC)C1c1cccc2ccccc12,-1,1,-1,1,2,5,-12,-1,-2.0,-3
CCc1ccc(NC(=O)CSc2nc(NS(=O)(=O)c3ccccc3)cc(=O)[nH]2)cc1,6,9,-26,-2,2,-2,-25,0,0.7,0
Cc1ccc(C)c(Nc2nc3c(S(=O)(=O)c4ccccc4)nnn3c3ccccc23)c1,-2,0,10,-5,1,1,-5,-2,1.2,3
c1ccc(Cc2nc(-c3ccccn3)no2)cc1,5,-7,3,0,0,-4,5,2,-0.9,1
Cn1cnc2nc[nH]c2c1=S,4,0,4,-4,2,-3,-3,-1,0.4,4
COc1ccc(-n2c(SCC(=O)NNC(=S)Nc3ccc(C)cc3)nnc2-c2ccccc2)cc1,-5,/,3,1,7,-2,/,-2,/,6
C=C(C)CSc1nc(C)c(Cc2ccccc2)c(=O)[nH]1,2,-1,-4,0,-5,-4,4,0,-0.7,-4
O=C(c1cccc2ccccc12)C1CCCN(C(=O)CCc2cnccn2)C1 (centres undefined),-1,3,1,0,-3,-2,1,-2,1.4,2
Cc1ccc2[nH]c(=O)c(CN(CC3CCCO3)S(=O)(=O)c3cccc4nsnc34)cc2c1 (centres undefined),2,-4,2,2,0,-2,2,2,-0.8,0
C[C@H](CO)N1C[C@H](C)[C@H](CN(C)C(=O)c2ccncc2)OCc2cnnn2CCCC1=O,0,2,-3,0,5,0,7,1,-0.4,0
O=C(COc1ccccc1)N=C1SC2CS(=O)(=O)CC2N1Cc1ccccc1 (centres undefined),1,6,2,0,10,2,-7,2,-2.2,5
O=C(CCC1CCCC1)Nc1cc(Cl)ccc1N1CCOCC1,6,-4,-2,5,-9,-6,-11,-5,-1.2,-6
CCOc1ccccc1NS(=O)(=O)c1cc2c3c(c1)C(C)C(=O)N3CCC2 (centres undefined),-3,0,-5,-4,-6,4,1,-2,-0.5,3

Three records drawn at random from the list so far:
Structure,UHRF1 binding,TCR-CD3 inh,SIAE inh,LEDGF integ inh,TDP2 absorb,Tn7 DDE FP,HTRA1 inh,PRMT1 inh,PG9 Ab binder,mABHD4 FP
c1ccc(Cc2nc(-c3ccccn3)no2)cc1,5,-7,3,0,0,-4,5,2,-0.9,1
Cc1cc(NC(=O)OC(C)(C)C)c(-n2nnnc2C(C(=O)c2ccccc2)N2CCOCC2)cc1C (centres undefined),2,1,4,2,-2,-4,/,-2,-2.9,-7
O=C(c1cccc2ccccc12)C1CCCN(C(=O)CCc2cnccn2)C1 (centres undefined),-1,3,1,0,-3,-2,1,-2,1.4,2

(list continues)
Structure,UHRF1 binding,TCR-CD3 inh,SIAE inh,LEDGF integ inh,TDP2 absorb,Tn7 DDE FP,HTRA1 inh,PRMT1 inh,PG9 Ab binder,mABHD4 FP
O=C(CNC(=O)c1ccccc1F)NC1=NCCS1,2,-9,6,-1,-2,1,9,5,-0.3,-1
NC(=O)CC(NC(=O)Cc1ccc(Br)cc1)c1ccc(N2CCC(Cc3ccccc3)CC2)c([N+](=O)[O-])c1 (centres undefined),-3,1,-28,-1,8,0,-3,-1,0.6,0
C/C=C(\C)C(=O)O[C@H](c1cc2ccc(=O)oc2cc1OC)[C@@H](O)C(C)(C)O,-1,8,8,1,6,2,-7,-3,0.1,5
CCCc1nn(-c2ccccc2)c2c1C(c1cccs1)C(C#N)=C(N)O2 (centres undefined),-9,4,9,-2,14,1,4,-5,-0.1,10
COc1ccc(C(=O)Nc2ccc3c(c2)nc(CN2CCCC2)n3C)cc1,34*,4,9,-1,8,8,-2,0,-0.8,0
Cc1ccc(C)c(NC(=O)CSc2nc(C)cc(=O)[nH]2)c1,0,/,9,8,-6,-3,/,-5,/,0
Cc1nc(=O)c(-c2ccccc2)c(C)n1Cc1ccccc1,-1,0,4,1,4,2,2,-2,0.5,-13
COc1cccc(C(=O)C2CCCN(Cc3cn(C)nc3-c3ccccc3)C2)c1 (centres undefined),-2,1,3,-1,-4,2,-3,-7,-2.3,3
COc1ccc(NC(=O)CSc2nnnn2C2CCCC2)c(OC)c1,-2,4,8,3,17,-6,11,-5,-0.9,1
COc1cc(/C=N/NC(=O)c2ccccn2)ccc1OC(=O)c1ccccc1Br,-1,-5,-23,-2,5,1,-35,6,-0.8,-27
O=C(NN1C(=O)c2ccccc2NC1c1ccccc1OCc1ccccc1)c1ccncc1 (centres undefined),-1,3,0,-4,-6,-3,-8,1,-1.0,0
COc1ccc2ccc3cccc[n+]3c2c1,0,5,2,4,8,-2,6,1,2.0,-5
O=C(Nc1ccccc1)c1cnc[nH]1,-1,-4,3,3,8,1,5,-6,3.4,2
Clc1ccc(CN2CCN(c3ncc(Cc4ccccc4)cn3)CC2)c(Cl)c1,1,-3,-2,2,8,-2,/,2,-0.3,-6
CN(C)N=C1c2cc(S(=O)(=O)N3CCOCC3)ccc2-c2ccc(S(=O)(=O)N3CCOCC3)cc21,0,8,9,-3,3,3,1,0,0.1,-6
O=C(c1cc(COc2c(F)cccc2F)on1)N1CCC(c2ccncc2)CC1,-1,-3,12,-2,-6,8,-6,2,0.1,0
O=C1C(C=NC2CC2)=C(O)c2ccccc21,-2,-1,-3,1,-7,5,3,0,-1.1,-7
CC1=C(C(=O)OCc2ccccc2)C(c2ccccc2)NC(=O)N1 (centres undefined),-2,-6,5,1,3,1,-2,-2,0.8,-5
Cc1ccc2nc(-c3ccc(NC(=O)C(C)N4C(=O)c5ccccc5C4=O)cc3)sc2c1 (centres undefined),-2,4,-36,2,3,3,-12,-1,-3.1,-7
COc1ccccc1C1c2c(ncn(-c3ccccc3)c2=N)Oc2ccc3ccccc3c21 (centres undefined),0,/,-11,5,-7,1,/,-4,/,-17
COc1ccc(C2C(C(=O)N3CCN(C=O)CC3)CC(=O)N2c2ccc(OC)cc2)cc1 (centres undefined),1,/,14,-2,11,2,/,-2,/,2
COC(=O)c1ccc(/C=N/OCC(=O)NCCc2ccc(OC)c(OC)c2)cc1,-2,4,-4,0,7,-5,-4,-2,-0.7,-3
CCOC(=O)Cc1nnc(NC(=O)CSc2nnc3c4ccccc4n(C)c3n2)s1,-4,6,-19,3,4,-1,-2,2,1.3,-1
COc1ccccc1N1CCN(C(=O)CSc2nc(C)cc(=O)[nH]2)CC1,-2,7,3,0,9,5,-1,-1,-2.1,-1
CC1(C)Cc2ccccc2C(=NC(Cc2c[nH]c3ccccc23)C(=O)O)N1 (centres undefined),1,0,10,2,5,-4,-3,-5,-2.3,2
CC(C)n1c(C(F)(F)F)nc2cc(C(=O)N3CCCCC3)ccc21,1,-1,-5,-4,-2,-6,6,3,0.0,5
COCCN(CCOC)S(=O)(=O)c1ccc(OC)cc1,0,2,-2,-1,1,4,-3,0,-1.0,4
COc1ccc(C(=O)N/C(=C\c2ccccc2)C(=O)Nc2ccc(C(=O)NCC(=O)O)cc2)cc1,-2,4,-1,4,-7,-3,-6,0,-0.6,-2
Cc1cc(C)nc(/N=C2/NC(=O)CS2)n1,-3,3,0,-1,17,4,4,17,1.0,6
Cn1c2ccccc2c2cnn(CC(=O)O)c(=O)c21,1,1,-4,1,2,-3,5,4,0.9,4
COc1ccccc1C(CC(=O)Nc1nccs1)c1ccco1 (centres undefined),-1,0,-6,-1,-8,-4,-12,2,-2.9,-6
CCC1=NN(C(=O)Cc2ccc(OC)cc2)C(O)(C(F)(F)F)C1 (centres undefined),-1,-10,-1,-3,-13,6,-1,4,-0.7,-2
O=C(NCc1cccnc1)c1cccc(F)c1,-2,-3,7,0,-6,-2,4,-4,-1.4,0
